BAZ2B inh = blocks human BAZ2B; AlphaScreen BAZ2B-H3K14Ac peptide displacement; Potency, µM (top dose mostly 114 µM), without a hit: at the highest dose activity change, negative = inhibition, actives largely listed as inhibitors; actives 4.4% (n = 360,000); AID 504333; also: % is scaled to controls: 0 for no effect and ±100 for the full control effect; nearly all actives have a fitted effect of over 60% in size
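In this displacement format the biotinylated H3(5-23) peptide acetylated at Lys14 serves as ligand at 50 nM, with BAZ2B at 50 nM in PBS pH 7.4 containing 0.01% Tween-20. Donor and acceptor beads are 10 ug/mL final.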
APEX1 inh = APE1 (human) endonuclease inhibition | recombinant APE1, TAMRA/BHQ-2 abasic DNA cleavage fluorescence | Potency, µM (highest dose often 65.8 µM), inactives show top-dose activity change, negative = inhibition, actives largely listed as inhibitors | actives 0.35% (n = 350,000) | AID 2517;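 also: plate controls were vehicle for no effect and reference inhibitor for full effect; nearly all actives have a fitted effect of over 55% in size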
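APE1 at 0.75 nM preincubated 15 min at room temperature with compound. Reaction then started with 50 nM double-stranded THF-abasic substrate labelled with TAMRA/BHQ-2, and 525/598 nm fluorescence read kinetically. Activity taken as third-minus-first read difference, normalized to DMSO and NSC13755 controls.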
Pol beta inh = blocks human DNA polymerase beta activity; P06746; Pol beta primer extension/strand displacement, fluorescence kinetic; Potency, µM (series often up to 114 µM), without a hit: top-dose activity change, negative = inhibition, actives largely listed as inhibitors; actives 1.3% (n = 340,000); AID 485314; also: % is scaled to controls: 0 for no effect and ±100 for the full control effect
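Values derive from four-parameter Hill fits of normalized kinetic data: reads at 0 and 10 min following addition of 50 nM substrate to 10 nM Pol beta preincubated 15 min with compound.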
Pol eta inh = blocks human DNA polymerase eta activity; Q9Y253; recombinant Pol eta, fluorescent DNA replication assay; Potency, µM (top dose mostly 114 µM), for the others: top-dose activity change, negative = inhibition, usual class: inhibitors; actives 1.2% (n = 390,000); AID 588591; also: % is scaled to controls: 0 for no effect and ±100 for the full control effect
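Fluorescent replication assay: 50 nM final substrate added after a 15 min room-temperature compound preincubation with 10 nM enzyme. Signal taken at 0 min and again at 10 min.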
Pol kappa inh = inhibitors of human DNA polymerase kappa; Q9UBT6; purified Pol kappa, fluorescent DNA synthesis assay, 10 min; Potency, µM (highest dose often 107 µM), without a hit: at the highest dose activity, negative = inhibition, actives largely listed as inhibitors; actives 0.53% (n = 400,000); also: % is scaled to controls: 0 for no effect and ±100 for the full control effect
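50 nM final substrate added after 15 min RT preincubation of 10 nM Pol kappa with compound; fluorescence read at 0 and 10 min.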
G9a block = G9a (human) methyltransferase inhibition; Q96KQ7; G9a H3K9 monomethylation, AlphaScreen, 2 h; Potency, µM (titrated, usually from 102 µM), for the others: at the highest dose activity, negative = inhibition, hits mostly inhibitors; actives 8.8% (n = 350,000); also: % is scaled to controls: 0 for no effect and ±100 for the full control effect; nearly all actives have a fitted effect of over 75% in size
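Enzyme 20 nM + cpd, 15 min RT; add b-H3K9 pep 500 nM / SAM 20 uM; 2 h RT; anti-H3K9me1 Ab 0.5 ug/mL + SA donor / anti-rabbit acceptor beads 20 ug/mL each, 10 min; AlphaScreen read.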
Apoferritin bind = candidate novel general anesthetic via apoferritin binding | AID 485281 | Potency, µM (titrated, usually from 77.5 µM), inactives show at the highest dose activity change, negative = displacement, usual class: inhibitors | P02791 | actives 0.074% (n = 350,000) | apoferritin/1-aminoanthracene competitive binding, fluorescence; also: % is scaled to controls: 0 for no effect and ±100 for the full control effect; nearly all actives have a fitted effect of over 20% in size
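Read-out: endpoint 1-AMA fluorescence, excitation 380 nm and emission 535 nm, after compounds sit 10 min at room temperature with 10 uM horse-spleen apoferritin in 50% saturated 1-AMA/PBS. Values come from four-parameter Hill fits.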
BLM helicase inh = blocks DNA unwinding by human BLM helicase; recombinant BLM DNA unwinding, fluorescence dequenching; actives 0.2% (n = 350,000); Potency, µM (doses to about 56.1 µM), for inactives: top-dose activity change, negative = inhibition, actives largely listed as inhibitors; P54132;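 also: plate controls were vehicle for no effect and no enzyme for full effect; nearly all actives have a fitted effect of over 35% in size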
Target sequence (P54132 whole entry, looked up): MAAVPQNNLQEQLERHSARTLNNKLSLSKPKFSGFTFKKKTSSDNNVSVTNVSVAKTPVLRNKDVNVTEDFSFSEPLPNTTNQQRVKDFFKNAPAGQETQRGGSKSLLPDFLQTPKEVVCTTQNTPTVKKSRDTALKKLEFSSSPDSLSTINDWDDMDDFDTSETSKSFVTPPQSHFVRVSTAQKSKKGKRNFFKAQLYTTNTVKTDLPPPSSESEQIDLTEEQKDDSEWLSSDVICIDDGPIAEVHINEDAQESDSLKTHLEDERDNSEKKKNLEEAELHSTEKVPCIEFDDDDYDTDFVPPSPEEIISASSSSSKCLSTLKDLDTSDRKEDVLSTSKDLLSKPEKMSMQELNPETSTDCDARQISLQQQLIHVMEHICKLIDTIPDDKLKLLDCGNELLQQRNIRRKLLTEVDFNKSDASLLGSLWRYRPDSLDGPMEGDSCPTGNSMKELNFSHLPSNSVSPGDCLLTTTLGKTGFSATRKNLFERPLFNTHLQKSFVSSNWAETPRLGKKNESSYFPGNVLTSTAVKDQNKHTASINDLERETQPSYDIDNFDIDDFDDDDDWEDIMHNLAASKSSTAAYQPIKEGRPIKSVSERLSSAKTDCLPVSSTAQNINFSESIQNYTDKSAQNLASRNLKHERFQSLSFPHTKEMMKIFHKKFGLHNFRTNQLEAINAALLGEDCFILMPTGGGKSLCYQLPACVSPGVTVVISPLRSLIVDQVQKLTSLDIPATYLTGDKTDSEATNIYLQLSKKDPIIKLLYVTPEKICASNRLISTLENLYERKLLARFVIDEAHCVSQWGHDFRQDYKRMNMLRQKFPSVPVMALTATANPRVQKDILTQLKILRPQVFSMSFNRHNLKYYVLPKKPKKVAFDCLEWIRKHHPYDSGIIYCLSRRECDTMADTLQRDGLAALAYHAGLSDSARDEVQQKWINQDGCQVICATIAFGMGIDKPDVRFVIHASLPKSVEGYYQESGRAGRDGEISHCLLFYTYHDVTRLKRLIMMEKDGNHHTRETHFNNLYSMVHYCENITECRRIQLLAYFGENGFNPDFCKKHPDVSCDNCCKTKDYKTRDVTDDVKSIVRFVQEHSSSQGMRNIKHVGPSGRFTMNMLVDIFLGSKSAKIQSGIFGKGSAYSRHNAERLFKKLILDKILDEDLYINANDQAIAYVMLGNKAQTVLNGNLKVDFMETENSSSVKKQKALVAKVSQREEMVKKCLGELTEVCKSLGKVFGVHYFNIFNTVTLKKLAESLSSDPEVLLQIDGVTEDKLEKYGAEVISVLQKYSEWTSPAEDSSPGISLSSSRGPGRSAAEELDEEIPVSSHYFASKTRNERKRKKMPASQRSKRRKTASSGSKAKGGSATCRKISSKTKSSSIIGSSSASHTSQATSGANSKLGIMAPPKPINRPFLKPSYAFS
POLI inh = inhibitors of human DNA polymerase iota. Pol iota fluorescent replication assay, 10 min. Potency, µM (top dose mostly 115 µM), inactives show top-dose activity, negative = inhibition, most hits filed as inhibitors. actives 1% (n = 390,000)
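Fluorescent replication assay read twice, at 0 min and 10 min after adding 50 nM (final) substrate. Enzyme (10 nM) and compounds were first incubated 15 min at room temperature; enzyme-free buffer wells were negative controls.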
Active calls of the source: *; ? = inconclusive; . = no result given; & = joins results of further samples; [ ] = another dose, or the depositor's remark. Calls follow the shape of the dose curve; as a rule, active = well fitted curve in the direction sought with a large enough effect; inconclusive = small, poorly fitted or top-dose-only effect, or another doubt; inactive = no such curve, though single readings can be large; an effect the other way counts as inactive or inconclusive. Potency is read from the fitted curve at half-maximal effect. Only part of the results is shown; count on the stated rates, not on these rows.

Second line of a record: BAZ2B inh, APEX1 inh, Pol beta inh, Pol eta inh, Pol kappa inh, G9a block, Apoferritin bind, BLM helicase inh, POLI inh
1: NC(=O)NCCC1=CCCCC1
→ 1%, -9%, -23%, -1%, -5%, 23%[59 µM], ?, 1%, -12%
2: O=C(Nc1nnc(S(=O)(=O)N2CCCc3ccccc32)s1)c1ccc(Cl)cc1
→ -22%, ., 12%, ?, 3%, ?, -6%, -2%, 17%
3: NS(=O)(=O)c1ccc(NC(=O)CCCCCN2C(=O)c3ccccc3C2=O)cc1
→ -7%, 3%, ., -20%, -11%, -35%, ., ., 86%[activator]
4: Cn1c(C(=O)O)c(S(=O)(=O)c2ccc(Cl)cc2)c2ccccc21
→ 4%, 51%, -18%, -4%, 12%, -6%, 20%, -4%, 22%
5: O=[N+]([O-])c1cccc(-c2cn3nc(-c4ccccc4)c(-c4ccccc4)nc3n2)c1
→ 12%, 3%, 19%, -7%, -22%, 21%, -9%, -6%, -22%
6: O=C(Cc1ccc(F)cc1)N/N=C/c1ccc(-c2ccc(Cl)c(C(=O)O)c2)o1
→ -14%, -3%, 0%, -12%, 12%, ?, -10%, -2%, 23%
7: CC(=O)NCCSc1ccc(S(=O)(=O)N2CCCC2)cn1
→ -4%, -13%, ., -17%, -18%, ?, ., ., 13%
8: COc1ccc(NC(=O)CN(c2ccccc2C)S(C)(=O)=O)c(OC)c1
→ -5%, 5%, 33%, 4%, 2%, -19%, -10%, -5%, -5%
9: CCCOc1ccc(C2C(=O)N(C3CCCCCC3)CC(=O)N2CCCOCC)cc1OC (stereo unspecified)
→ -1%, ., -15%, -10%, -6%[60.1 µM], -4%[59 µM], -5%, -3%, 16%
10: COc1ccc2c(c1)c(CC(=O)Nc1cc(C)cc(C)c1)c(C)n2C(=O)c1ccc(Cl)cc1
→ ?, ., 25%, -9%, 4%, 3%[59 µM], -19%, 2%, -8%
11: CC(CC(=O)NCc1ccc(Cl)cc1)CC1=NS(=O)(=O)c2ccccc2N1 (stereo unspecified)
→ -1%, ., -24%, -9%, 5%[60.1 µM], -1%[59 µM], -3%, 2%, 10%
12: NC(=O)c1cc([N+](=O)[O-])ccc1NCc1ccc(F)cc1
→ 5%, 6%, ., -11%, -15%, 14%[2.33 µM], ., ., -6%
13: O=S(=O)(c1ccc(Br)cc1)c1nc(-c2ccccc2)oc1N1CCOCC1
→ ?, -5%, 43%, -11%, -12%, ., -3%, -9%, 2%
14: Cc1ccc(CSc2nc3ccc(NC(=O)COc4ccccc4)cc3s2)cc1
→ -4%, ., -1%, -17%, -16%, -2%[59 µM], 2%, 0%, 14%
15: CCN(CC)CCn1c(=N)n(CCOc2ccccc2Cl)c2ccccc21
→ ?, ., 0%, 12%, 0%, ?, -15%, 5%, -15%

6 entries from above, arranged by length of the SMILES, rising:
Second line of a record: BAZ2B inh, APEX1 inh, Pol beta inh, Pol eta inh, Pol kappa inh, G9a block, Apoferritin bind, BLM helicase inh, POLI inh
15: CCN(CC)CCn1c(=N)n(CCOc2ccccc2Cl)c2ccccc21
→ ?, ., 0%, 12%, 0%, ?, -15%, 5%, -15%
14: Cc1ccc(CSc2nc3ccc(NC(=O)COc4ccccc4)cc3s2)cc1
→ -4%, ., -1%, -17%, -16%, -2%[59 µM], 2%, 0%, 14%
8: COc1ccc(NC(=O)CN(c2ccccc2C)S(C)(=O)=O)c(OC)c1
→ -5%, 5%, 33%, 4%, 2%, -19%, -10%, -5%, -5%
13: O=S(=O)(c1ccc(Br)cc1)c1nc(-c2ccccc2)oc1N1CCOCC1
→ ?, -5%, 43%, -11%, -12%, ., -3%, -9%, 2%
9: CCCOc1ccc(C2C(=O)N(C3CCCCCC3)CC(=O)N2CCCOCC)cc1OC (stereo unspecified)
→ -1%, ., -15%, -10%, -6%[60.1 µM], -4%[59 µM], -5%, -3%, 16%
5: O=[N+]([O-])c1cccc(-c2cn3nc(-c4ccccc4)c(-c4ccccc4)nc3n2)c1
→ 12%, 3%, 19%, -7%, -22%, 21%, -9%, -6%, -22%

(continued)
Second line of a record: BAZ2B inh, APEX1 inh, Pol beta inh, Pol eta inh, Pol kappa inh, G9a block, Apoferritin bind, BLM helicase inh, POLI inh
16: COc1ccc(CNc2cccc3[nH]c(C(F)(F)F)nc23)cc1OC
→ 50µM*, -11%, -1%, -10%, -11%, -29%[2.33 µM], 2%, -14%, ?
17: CN(C)c1ccc(C=NCC2COc3ccccc3O2)cc1 (stereo unspecified)
→ -13%, 4%, 2%, -10%, 0%, -1%, -24%, -2%, 34%[activator]
18: Cc1ccc(NC(=O)N2C(=O)C3(OCCO3)c3ccccc32)cc1
→ -6%, -4%, 1%, -23%, 4%, 8%, -6%, -1%, 13%
19: O=C(O)COc1ccc(=O)n(-c2ccccc2)n1
→ -26%, 2%, -4%, -9%, 10%, 1%[59 µM], -8%, -6%, -9%
20: O=C(NCCSc1ncc(-c2ccccc2)[nH]1)c1ccco1
→ -3%, 11%, ., 2%, -12%, ?, ., ., 27%
21: COc1ccc(S(=O)(=O)N2CCN(C(=O)COc3ccc(C)c(C)c3)CC2)cc1OC
→ -9%, 10%, 16%, -5%, -8%, ., -5%, -3%, -5%
22: CC1=NN(c2ccccc2)C(=O)C1(C)[N+](=O)[O-] (stereo unspecified)
→ 6%, 0%, 10%, -14%, -12%, 17%[59 µM], 1%, 0%, 10%
23: Cc1cccc2sc(N(CCCN3CCOCC3)C(=O)CS(=O)(=O)c3ccc(F)cc3)nc12
→ -26%, 28%, ., -23%, 11%, 56µM*, ., ., -7%
24: COc1ccccc1NC(=O)Nc1ccc(Cl)c(S(=O)(=O)Nc2ccccc2OC)c1
→ -1%, 33%[activator], 2%, -9%, -13%, -8%[59 µM], -3%, -8%, 145%[activator]
25: CC(C)(C)C1CCC(C(=O)OCC(=O)Nc2ccc3[nH]c(=O)[nH]c3c2)CC1 (stereo unspecified)
→ -2%, -8%, ?, -5%, -26%, 45µM*, ?, -7%, -15%
26: COc1ccc(NC(=O)C(CC(C)C)NC(=O)C2CCCCC2)c(OC)c1 (stereo unspecified)
→ -17%&-10%, 12%, 36%&13%, -7%&-21%, 11%&3%, 2%&0%[59 µM], -6%&-8%, -1%&0%, 16%&24%
27: CCOC(=O)N1CCN(C(=O)C2CCCN(S(=O)(=O)c3ccc(C)cc3)C2)CC1 (stereo unspecified)
→ ?, -1%, 2%, -16%, -9%, -2%, -15%, 2%, 41%
28: O=C(/C=C/c1ccccc1)Nc1nnc(SCC(=O)c2ccc3ccccc3c2)s1
→ 10%, 1%, -14%, -2%, -6%, ?, -5%, 2%, 27%
29: Cc1ccccc1NC(=O)COc1ccc2oc(=O)cc(C)c2c1
→ -13%, 10%, 28%, 0%, -20%, ., -2%, 1%, -8%
30: Cc1cc(SCC(=O)Nc2ccc(F)cc2F)nc(=O)[nH]1
→ -11%, ., 16µM*, ?, -12%[60.1 µM], 1%[59 µM], 7%, -6%, ?
31: CCC(=O)N(C(=O)CC)N1CCN(c2ccncc2S(=O)(=O)N2CCCCC2)CC1
→ -12%, 12%, 21%, -17%, -7%, 21%, -9%, -1%, ?
32: COCC(=O)Nc1nnc(-c2ccc(C(C)(C)C)cc2)s1
→ -28%, -2%, -1%, 5%, 3%, 39%, ?, 1%, -12%
33: CCc1ccc(C2C(C(=O)Nc3ccccc3)=C(C)Nc3c(C(=O)Nc4ccc(C)cc4)cnn32)cc1 (stereo unspecified)
→ 9%[57.1 µM], ., 10%, -11%, -8%, -4%[59 µM], 76%[activator], -5%, 10%
34: COc1ccc(CNC(=O)CN2C(=O)COc3ccccc32)c(OC)c1
→ 3%, ., 51%, 11%, -5%[60.1 µM], -2%[59 µM], -4%, 1%, 5%
35: N=C(N)N
→ ., 4%, ., ., -8%[60.1 µM], ., 4%, 3%, .
36: Cn1nc(CC(=O)NCc2ccc(C(F)(F)F)cc2)c2ccccc2c1=O
→ 7%, -4%, ?, 3%, -5%, -1%[12.7 µM], 16%, -4%, 13%
37: CCCCCCCCCC(=O)N[C@@H]1c2cc(OC)c(OC)cc2C[C@H]1O
→ ., -15%, ., -11%, -8%, ., ., ., 3%
38: CCOc1ccc(N(C)C(=O)C2CCN(S(=O)(=O)c3c(C)noc3/C=C/c3ccc(C)cc3)CC2)cc1
→ -17%, ., 5%, 6%, 0%[60.1 µM], -36%[59 µM], -4%, -5%, -17%
39: Cc1ccc(C(=O)Nc2ccccc2C(=O)NC(Cc2ccccc2)C(=O)O)cc1 (stereo unspecified)
→ ?, 11%, -17%, -19%, -1%, -3%[59 µM], -3%, -4%, 100%[activator]
40: CCN1CCN(C(CNS(=O)(=O)c2ccccc2)c2ccccc2)CC1 (stereo unspecified)
→ -1%, 7%, 12%, -18%, 2%, 13%, 5%, 2%, 15%
41: O=C(O)CCCC(=O)NCCc1cccc(Cl)c1
→ -18%, 2%, -24%, -12%, 3%, 6%[59 µM], 2%, -2%, -11%
42: COc1ccc([N+](=O)[O-])cc1N1C(=O)c2cccnc2C1=O
→ 3%[0.457 µM], 20%, 8%, -1%, -3%, 8%[59 µM], -5%, -5%, 2%

High-throughput results (PubChem BioAssay)
